AID2073: inhibitors of Mint1-CaV2.2 protein interaction, biochemical, HTRF (AID 2073); 290,000 tested, 0.19% active; one-dose inhibition, % at 20 µM; IC50 in µM for titrated hits; Voltage-dependent N-type calcium channel subunit alpha-1B (Homo sapiens); HTRF protein-protein interaction, Mint1-CaV2.2; higher % means a stronger effect; in the data active = inhibition mostly above about 51%, no sharp cut-off; inconclusive = no clear call, values can overlap the other calls; inactive = mostly below about 53%; also: some results filed as inactive read as strong as hits
NOD2 inhibition: NOD2 signaling inhibitors, cell-based, luminescence, uHTS, HEK293 (AID 1566); one-dose inhibition, % at 4 µM; EC50 in µM for titrated hits; HEK293 NOD2/NF-kB luciferase reporter, luminescence; higher % means a stronger effect; 290,000 tested, 0.63% active; also: many of its hits are not listed in these tables
Lipid droplet: inhibitors of hepatocyte lipid droplet formation, primary screen, imaging, high-throughput imaging, BODIPY stain | AML12 mouse hepatocytes, oleate lipid droplets | inhibition, % at 6.5 µM | 240,000 tested, 0.4% active | AID 1656, 2009;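 active = lipid droplet intensity inhibited by at least 50%, with more than 500 cells counted; inconclusive = wells with under 300 cells, treated as cytotoxic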
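Material – mouse AML12 hepatocyte cell line, fixed after treatment · Compound dosing – one dose, 6.5 µM compound · Times – compound with oleate, overnight · Measured by – Image-based BODIPY and DAPI two-channel analysis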
M1AAP inhibition: P. falciparum M1AAP inhibitors, biochemical, fluorogenic H-Leu-NHMec substrate, 1536-well (AID 1445); recombinant M1AAP, H-Leu-NHMec fluorogenic kinetic assay; higher % means a stronger effect; inhibition, % at 30 µM; hits with a dose series show IC50 in µM; 220,000 tested, 0.42% active;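 active = primary inhibition above the hit cutoff, then over 50% inhibition at one or more dose response concentrations, cut at about 23% in these data, passing the limit was not always enough; inconclusive = conflicting primary data, or primary hits not chosen for dose response; inactive = low primary inhibition, or under 50% at every dose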;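 also: plate controls were DMSO full reaction for no effect and no enzyme background for full effect; strong numbers were not always called active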
LYP inhibition: inhibitors of LYP phosphatase, biochemical, fluorescence intensity, uHTS (AID 1779); Tyrosine-protein phosphatase non-receptor type 22 (Homo sapiens); recombinant LYP phosphatase, fluorescence intensity; higher % means a stronger effect; inhibition, % at 11.5 µM; hits with a dose series show IC50 in µM; 290,000 tested, 0.054% active;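 also: plate controls were vehicle with enzyme for no effect and no enzyme for full effect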
M17LAP inhibition: P. falciparum M17LAP inhibitors, primary screen, biochemical, fluorogenic H-Leu-NHMec substrate, 1536-well (AID 1619) | 220,000 tested, 0.38% active | recombinant M17LAP, H-Leu-NHMec fluorogenic kinetic assay; higher % means a stronger effect | Leucine aminopeptidase (Plasmodium falciparum (isolate 3D7)) | inhibition, % at 30 µM, or IC50 in µM where a hit was titrated;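 active = compound inhibiting the enzyme by more than half at any dose during confirmatory dose-response retesting; inconclusive = strong single-dose inhibitors picked by rank but not retested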;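 also: plate controls were full reaction with DMSO carrier for no effect and no enzyme background for full effect; strong numbers were not always called active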
Siah-1 displacement: Siah-1 peptide-binding antagonists, primary screen, biochemical, fluorescence polarization, rhodamine-plectin, uHTS (AID 1817); E3 ubiquitin-protein ligase SIAH1 (Homo sapiens); Siah-1 / rhodamine-plectin peptide fluorescence polarization; higher % means a stronger effect; one-dose displacement, % at 20 µM; IC50 in µM for titrated hits; 290,000 tested, 0.02% active;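 active = displacement of at least 50% at 20 µM, with a fluorescence ratio check between 0.3 and a set limit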;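 also: plate controls were Siah plus tracer with DMSO for no effect and tracer alone without Siah for full effect; strong numbers were not always called active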
XIAP displacement: XIAP antagonists, biochemical, IAP family, fluorescence polarization (AID 1018). E3 ubiquitin-protein ligase XIAP (Homo sapiens). XIAP BIR domain, fluorescence polarization peptide displacement; higher % means a stronger effect. one-dose displacement, % at 20 µM; IC50 in µM for titrated hits. 200,000 tested, 0.007% active; in the data active = displacement above about 50%; also: a part of the inactive calls stands beside numbers as strong as those of hits
ER stress rescue: rescue of cells from ER stress-induced death, primary screen, 384-well, CSM14.1, thapsigargin, ATP luminescence (AID 1222). CSM14.1 thapsigargin-induced death rescue, ATP luminescence; higher % means a stronger effect. one-dose cellular ATP content (survival), % at 20 µM; EC50 in µM for titrated hits. 190,000 tested, under 10 active;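 active = EC50 below 50 µM in the dose-response confirmation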;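 also: death triggered by thapsigargin at about 15 µM added after 2 h compound pretreatment; cell ATP read after overnight thapsigargin exposure of roughly 18 to 22 hours; normalized against plate controls of thapsigargin alone and 5% DMSO vehicle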
Lipid droplet cells 6.5 µM: second read-out of Lipid droplet, no call of its own (marks repeat the call); cell count; measured here: cell count, cytotoxicity flag;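 cells counted across two imaged fields per well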
* hit, by the source's call. Rule as the data show it, unless noted: active = inhibition above about 50%; inactive = the rest. An excerpt (hit frequency here may not be typical).

What do the screens show for `COc1ccccc1C(=O)N1CCCC(c2nc(-c3cc(OC)c(OC)c(OC)c3)no2)C1` (stereo not drawn)?
AID2073: 4%; NOD2 inhibition: -5%; Lipid droplet: 7; M1AAP inhibition: 1%; LYP inhibition: -11%; M17LAP inhibition: 9%; Siah-1 displacement: -1%; XIAP displacement: -3.4%; ER stress rescue: -2.0%; Lipid droplet cells 6.5 µM: 707

Results for CCOc1ccc(S(=O)(=O)NCCCN2CCCC2=O)cc1 ?
AID2073: 5%; NOD2 inhibition: 10%; Lipid droplet: -17; M1AAP inhibition: -1%; LYP inhibition: -2%; M17LAP inhibition: 0%; Siah-1 displacement: 2%; XIAP displacement: -2.1%; ER stress rescue: 0.3%; Lipid droplet cells 6.5 µM: 715

How did O=C(N/N=C/c1ccc2c(c1)OCO2)c1cc(-c2ccncc2)nc2ccccc12 do in these assays?
AID2073: 10%; NOD2 inhibition: -9%; Lipid droplet: -60; M1AAP inhibition: 7%; M17LAP inhibition: 7%; Siah-1 displacement: 0%; XIAP displacement: -2.2%; ER stress rescue: -1.4%; Lipid droplet cells 6.5 µM: 489

What do the screens show for `O=C(N/N=C/c1ccco1)c1ccn[nH]1`?
AID2073: -4%; NOD2 inhibition: 10%; Lipid droplet: 4; M1AAP inhibition: 8%; LYP inhibition: -4%; M17LAP inhibition: 5%; Siah-1 displacement: -2%; XIAP displacement: -5.2%; ER stress rescue: -1.3%; Lipid droplet cells 6.5 µM: 663

How did O=C(O)C1CCCN(C(=O)NCc2ccccc2)C1 (stereo not drawn) do in these assays?
AID2073: 6%; NOD2 inhibition: 12%; M1AAP inhibition: -3%; LYP inhibition: -6%; M17LAP inhibition: 31%; Siah-1 displacement: 2%; XIAP displacement: -5.6%; ER stress rescue: -1.3%

What do the screens show for `CCC(=O)NC(NC(=O)CC)C(Cl)Cl`?
AID2073: -1%; NOD2 inhibition: 6%; M1AAP inhibition: 1%; LYP inhibition: -2%; M17LAP inhibition: -3%; Siah-1 displacement: -6%; XIAP displacement: -2.0%; ER stress rescue: -0.9%

How did O=C(/C=C/c1ccc2c(c1)OCO2)Nc1c(C(=O)O)[nH]c2ccccc12 do in these assays?
AID2073: -1%; NOD2 inhibition: -1%; Lipid droplet: -19; M1AAP inhibition: 15%; LYP inhibition: 6%; M17LAP inhibition: 54%; Siah-1 displacement: -5%; XIAP displacement: -14%; ER stress rescue: 0.8%; Lipid droplet cells 6.5 µM: 403

How did CCOc1ccc(CCNC(=O)CCNC(=O)c2ccccc2Cl)cc1OCC do in these assays?
AID2073: 3%; NOD2 inhibition: -2%; Lipid droplet: 68*; LYP inhibition: -4%; Siah-1 displacement: -2%; Lipid droplet cells 6.5 µM: 708*

How did c1ccc(C2NCCn3cccc32)cc1 (stereo not drawn) do in these assays?
AID2073: 1%; NOD2 inhibition: -4%; M1AAP inhibition: 5%; LYP inhibition: -10%; M17LAP inhibition: 27%; Siah-1 displacement: -3%; XIAP displacement: -4.2%; ER stress rescue: 1.0%

Results for COc1ccccc1C1C2=C(CC(C)(C)CC2=O)Nc2nnnn21 (stereo not drawn) ?
AID2073: 8%; NOD2 inhibition: 10%; Lipid droplet: -6; M1AAP inhibition: 2%; LYP inhibition: -2%; M17LAP inhibition: -7%; Siah-1 displacement: 4%; XIAP displacement: -9.6%; ER stress rescue: 0.8%; Lipid droplet cells 6.5 µM: 700

How did Cc1ccccc1NC(=O)Cn1nnc(-c2ccc(N3CCOCC3)cc2)n1 do in these assays?
AID2073: 1%; NOD2 inhibition: 4%; M1AAP inhibition: -1%; LYP inhibition: -7%; M17LAP inhibition: 3%; Siah-1 displacement: -4%; XIAP displacement: -8.8%; ER stress rescue: -1.0%

What do the screens show for `Cc1cc(/C(N)=N/OC(=O)Nc2cccc(C(F)(F)F)c2)no1`?
AID2073: 4%; NOD2 inhibition: -3%; Lipid droplet: 2; M1AAP inhibition: 2%; LYP inhibition: -6%; M17LAP inhibition: -3%; Siah-1 displacement: -1%; Lipid droplet cells 6.5 µM: 661

Results for Clc1cccc(-c2nnc(SC/C=C/c3ccccc3)n2Cc2ccco2)c1 ?
AID2073: 1%; NOD2 inhibition: -15%; Lipid droplet: 5; M1AAP inhibition: 8%; LYP inhibition: 2%; M17LAP inhibition: 6%; Siah-1 displacement: 6%; XIAP displacement: -4.1%; ER stress rescue: -1.1%; Lipid droplet cells 6.5 µM: 784

How did CC1Cn2c(nc3c2c(=O)[nH]c(=O)n3C)O1 (stereo not drawn) do in these assays?
AID2073: -4%; NOD2 inhibition: 10%; M1AAP inhibition: 0%; LYP inhibition: -4%; M17LAP inhibition: -8%; Siah-1 displacement: 3%; XIAP displacement: -5.4%; ER stress rescue: -0.5%

Results for Cc1ccc(-n2ncc(C(=O)Nc3cc(Cl)cc(Cl)c3)c2C2CCNCC2)cc1C ?
AID2073: -6%; NOD2 inhibition: -4%; Lipid droplet: -142; M1AAP inhibition: -3%; LYP inhibition: -10%; M17LAP inhibition: 1%; Siah-1 displacement: -1%; XIAP displacement: -2.5%; ER stress rescue: -1.1%; Lipid droplet cells 6.5 µM: 303

How did COc1ccccc1CNC(=S)NC1CCCC1 do in these assays?
AID2073: -5%; NOD2 inhibition: 0%; Lipid droplet: -31; M1AAP inhibition: 3%; LYP inhibition: 0%; M17LAP inhibition: -1%; Siah-1 displacement: 6%; XIAP displacement: -3.7%; ER stress rescue: 0.4%; Lipid droplet cells 6.5 µM: 662

What do the screens show for `C=CCOc1c(CNc2cccc(C(=O)O)c2)cccc1OCC`?
AID2073: 4%; NOD2 inhibition: -16%; M1AAP inhibition: 6%; LYP inhibition: 5%; M17LAP inhibition: 10%; Siah-1 displacement: 4%; XIAP displacement: -4.8%; ER stress rescue: 2.9%

Results for NC(=O)c1cc(S(=O)(=O)NCc2cccc(Br)c2)cs1 ?
AID2073: -1%; NOD2 inhibition: 24%; Lipid droplet: -2; LYP inhibition: -10%; Siah-1 displacement: -4%; Lipid droplet cells 6.5 µM: 706

What do the screens show for `COC(=O)c1c(-c2c(Cl)cccc2Cl)noc1NC(=O)NN1CCCCC1`?
AID2073: 0%; NOD2 inhibition: 17%; Lipid droplet: 0; M1AAP inhibition: -2%; LYP inhibition: 4%; M17LAP inhibition: -7%; Siah-1 displacement: 2%; Lipid droplet cells 6.5 µM: 726

Results for CCc1ccc(NC(=O)CSc2nnc(-c3cnccn3)n2C)cc1 ?
AID2073: -3%; NOD2 inhibition: 6%; Lipid droplet: -4; LYP inhibition: -12%; Siah-1 displacement: 10%; Lipid droplet cells 6.5 µM: 697

What do the screens show for `O=C1OCc2cc(-n3cccc3)ccc21`?
AID2073: 23%; NOD2 inhibition: 4%; Lipid droplet: 14; M1AAP inhibition: 8%; LYP inhibition: -6%; M17LAP inhibition: 7%; Siah-1 displacement: -2%; XIAP displacement: -1.0%; ER stress rescue: -0.5%; Lipid droplet cells 6.5 µM: 673

What do the screens show for `O=S(=O)(c1ccc(OCC(O)CN2CCCC2)cc1)N1CCOCC1` (stereo not drawn)?
AID2073: 8%; NOD2 inhibition: 5%; Lipid droplet: -2; M1AAP inhibition: -4%; LYP inhibition: 4%; M17LAP inhibition: 5%; Siah-1 displacement: 2%; XIAP displacement: -4.1%; ER stress rescue: 2.2%; Lipid droplet cells 6.5 µM: 748

Results for O=[N+]([O-])/C=C/c1cn(Cc2ccccc2)c2ccccc12 ?
AID2073: 10%; NOD2 inhibition: -38%; M1AAP inhibition: 6%; LYP inhibition: -2%; M17LAP inhibition: 3%; Siah-1 displacement: -5%; XIAP displacement: -2.0%; ER stress rescue: -0.4%

Results for CC(C)NC(=O)NC(=O)COc1ccc(Br)cc1Br ?
AID2073: 6%; NOD2 inhibition: -146%; Lipid droplet: -15; M1AAP inhibition: -4%; LYP inhibition: -1%; M17LAP inhibition: -2%; Siah-1 displacement: -5%; XIAP displacement: -3.0%; ER stress rescue: -3.6%; Lipid droplet cells 6.5 µM: 628

How did CC(C)=CCC/C(C)=C/COc1ccc2ccc(=O)oc2c1 do in these assays?
AID2073: 15%; NOD2 inhibition: 21%; Lipid droplet: -11; M1AAP inhibition: 3%; LYP inhibition: -3%; M17LAP inhibition: -4%; Siah-1 displacement: 7%; XIAP displacement: -5.9%; ER stress rescue: 1.5%; Lipid droplet cells 6.5 µM: 663

How did N#CCC(=O)Nc1ccc(C(=O)OCC(=O)c2ccc3c(c2)OCCO3)cc1 do in these assays?
AID2073: inconclusive; NOD2 inhibition: -37%; Lipid droplet: 4; M1AAP inhibition: -2%; LYP inhibition: 6%; M17LAP inhibition: 2%; Siah-1 displacement: 20%; XIAP displacement: -6.4%; Lipid droplet cells 6.5 µM: 655

How did CC(c1ccco1)N(C(=O)c1ccccc1F)c1ccccn1 (stereo not drawn) do in these assays?
AID2073: 7%; NOD2 inhibition: 12%; Lipid droplet: -27; M1AAP inhibition: -7%; LYP inhibition: -11%; M17LAP inhibition: 2%; Siah-1 displacement: -5%; XIAP displacement: -6.3%; ER stress rescue: -0.3%; Lipid droplet cells 6.5 µM: 676

How did COc1cc(OC)c(C(=O)Nc2ccccc2-c2ccccc2)cc1OC do in these assays?
AID2073: 18%; NOD2 inhibition: 13%; Lipid droplet: -29; M1AAP inhibition: 7%; LYP inhibition: -2%; M17LAP inhibition: 1%; Siah-1 displacement: -2%; XIAP displacement: -4.1%; ER stress rescue: 8.7%; Lipid droplet cells 6.5 µM: 658

Results for O=C(CN1CCN(S(=O)(=O)c2ccc(Br)cc2)CC1)Nc1ccc(F)cc1 ?
AID2073: 0%; NOD2 inhibition: -14%; Lipid droplet: 4; M1AAP inhibition: 6%; LYP inhibition: -6%; M17LAP inhibition: 13%; Siah-1 displacement: 0%; XIAP displacement: -0.6%; ER stress rescue: -0.3%; Lipid droplet cells 6.5 µM: 641

Source: PubChem BioAssay (several laboratories)
